Screens as filed in PubChem.
KOR beta-arrestin-1: kappa opioid receptor blockers – cell-based, luminescence, uHTS (AID 1778) | KOR beta-arrestin recruitment, luminescence, antagonist mode; higher % means a stronger effect | inhibition, % at 10 µM, or IC50 in µM where a hit was titrated | 290,000 compounds, 0.091% hits; in the data active = inhibition above about 50%; also: strong numbers were not always called active
GPR55 beta-arrestin: selective activators of receptor GPR55 – imaging, U2OS cells, beta-arrestin-GFP redistribution, primary screen (AID 1961); one-dose activation, % at 10 µM; EC50 in µM for titrated hits; U2OS GPR55 beta-arrestin-GFP redistribution imaging; higher % means a stronger effect; 290,000 compounds, 0.048% hits;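 active = activation above 40% with more than 50 cells counted in the well; inconclusive = wells holding fewer than 50 cells, flagged as toxic or sparse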;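 also: U2OS osteosarcoma cells stably expressing GPR55 and beta-arrestin-GFP; plate controls were DMSO negative control for no effect and LPI positive control for full effect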
GPR35 arrestin U2OS: GPR35 antagonists blocking zaprinast-driven arrestin recruitment, primary screen, imaging, U2OS, beta-arrestin-GFP, zaprinast agonist (AID 2058). U2OS GPR35 beta-arrestin-GFP translocation imaging, zaprinast antagonism; higher % means a stronger effect. inhibition, % at 10 µM, or IC50 in µM where a hit was titrated. 290,000 compounds, 0.052% hits;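 active = inhibition of at least 50% with at least 30 cells and total cytoplasm GFP at most 10,000,000; inconclusive = under 30 cells or total GFP of 10,000,000 plus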
NTR1 ag: NTR1-driven beta-arrestin-GFP spot formation – imaging, U2OS cells, high content, primary screen (AID 493036); P30989; agonist mode; activation, % at 20 µM; 330,000 compounds, 0.17% hits;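 active = activation at or above 40% of the spot to cytoplasm intensity ratio, with at least 20 cells analyzed; inconclusive = wells under 20 cells, flagged as cytotoxic or low count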;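 also: 0% = DMSO without peptide and 100% = 100 nM NTR1 peptide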
Target sequence (P30989 whole entry, looked up): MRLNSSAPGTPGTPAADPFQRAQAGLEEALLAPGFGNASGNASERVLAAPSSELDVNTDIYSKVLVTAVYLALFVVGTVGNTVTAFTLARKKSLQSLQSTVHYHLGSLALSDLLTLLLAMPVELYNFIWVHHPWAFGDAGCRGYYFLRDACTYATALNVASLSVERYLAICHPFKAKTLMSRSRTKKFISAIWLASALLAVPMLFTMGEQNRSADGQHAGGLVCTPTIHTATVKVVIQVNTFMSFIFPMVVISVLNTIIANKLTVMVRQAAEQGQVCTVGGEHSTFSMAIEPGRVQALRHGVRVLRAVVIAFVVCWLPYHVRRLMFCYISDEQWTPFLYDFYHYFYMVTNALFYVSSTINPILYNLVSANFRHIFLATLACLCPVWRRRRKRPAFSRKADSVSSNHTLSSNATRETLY
West Nile antiviral: West Nile virus antiviral activity, cell-based, CPE readout (AID 1621); West Nile virus-infected cells, CPE inhibition; higher % means a stronger effect; CPE inhibition, % at 10 µM; hits with a dose series show IC50 in µM; 290,000 compounds, 0.02% hits; in the data active = a potency from the dose series; inconclusive = CPE inhibition mostly from about 3.7% at the one dose, without a potency; inactive = the rest, 99 in 100 with CPE inhibition below about 2.2%; also: strong numbers were not always called active
T cell HTS: T cell immune modulation candidate; 330,000 compounds, 0.068% hits; calls only at 7 µM; 2C CD8+ T cell-vesicle binding, flow cytometry; hits give low values;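 active = response, share of CD8 T cells binding vesicles, and their 90th percentile fluorescence all below set limits, cut at about 80% in these data, passing the limit was not always enough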
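Read-out – percent CD8+ FL2 mean versus row control · System – murine 2C transgenic CD8+ T lymphocytes · Times – 1.5 h cell–vesicle binding at 37 °C, then 20 min icy labelling · Control set – naked vesicles low, QL9 vesicles with vehicle high · Detection – cytometric PE anti-B7-1 and Alexa647 anti-CD8 signals after 1% paraformaldehyde fixation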
KOR beta-arrestin-2: KOR agonists, beta-arrestin recruitment, primary screen, cell-based, luminescence, uHTS (AID 1777); activation, % at 10 µM, or EC50 in µM where a hit was titrated; 280,000 compounds, 0.02% hits; KOR beta-arrestin recruitment, luminescence; higher % means a stronger effect; in the data active = activation above about 50%, passing the limit was not always enough; also: a part of the inactive calls stands beside numbers as strong as those of hits
PhoP inhibition: inhibitors of PhoP regulon expression, primary screen, Salmonella Typhimurium, GFP reporter (AID 1863). S. Typhimurium PhoP-regulated promoter GFP reporter, 4 h; higher % means a stronger effect. inhibition, % at 50 µM, or IC50 in µM where a hit was titrated. 300,000 compounds, 0.16% hits;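 active = inhibition over 29.93%, a cutoff 3 SD above the screen mean, later confirmed by dose response; inconclusive = inhibition over 29.93% but no dose response follow-up; inactive = inhibition at most 29.93% or unconfirmed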;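 also: 0% = low Mg2+ inducing control and 100% = high Mg2+ repressing control; strong numbers were not always called active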
GPR55 LPI antagonism: GPR55 antagonists blocking LPI-driven arrestin recruitment, primary screen, imaging, U2OS, beta-arrestin-GFP, LPI agonist (AID 2013); U2OS GPR55 beta-arrestin-GFP translocation imaging, LPI antagonism; higher % means a stronger effect; 290,000 compounds, 0.13% hits; inhibition, % at 10 µM, or IC50 in µM where a hit was titrated;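 active = spots per cell inhibited over 60%, with over 100 cells counted and total cytoplasm intensity under 500,000; inconclusive = wells with under 100 cells, flagged as likely toxic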;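 also: U2OS cells stably carrying GPR55 and arrestin-GFP stimulated by 5 µM LPI near EC80; imaged beta-arrestin-GFP aggregate spots per cell after agonist stimulation; plate controls were LPI-stimulated DMSO wells for no effect and DMSO wells without LPI for full effect; some results filed as inactive read as strong as hits; confirmed hits need IC50 under 10 µM and bright autofluorescent wells are also inconclusive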
T cell HTS vesicle-bound %: also measured in T cell HTS; calls as there; double positive events, %; measured here: CD8+ vesicle-bound cell fraction;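 binding gate set so that unloaded-vesicle control wells show 10% double positive cells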
NTR1 ag cell count 20 µM: also measured in NTR1 ag; calls as there; cell count; measured here: cell count, cytotoxicity flag
Starred values were filed as active, the others as inactive; i = inactive; ? = inconclusive; . = no result given; [ ] = dose if it differs, or a comment.

SMILES	KOR beta-arrestin-1	GPR55 beta-arrestin	GPR35 arrestin U2OS	NTR1 ag	NTR1 ag cell count 20 µM	West Nile antiviral	T cell HTS	T cell HTS vesicle-bound %	KOR beta-arrestin-2	PhoP inhibition	GPR55 LPI antagonism
Cc1ccc(-n2ncc3c2ncn2nc(-c4ccco4)nc32)c(C)c1	-43%	-0.1%	-7%	-0.6	44	0.3%	i	59	1.2%	-7%	0%
COc1cccc(SCc2noc(C(=O)NCCCN3CCOCC3)c2C(=O)NCCCN2CCOCC2)c1	.	.	.	1.3	91	-0.1%	i	29	.	-5%	.
N#Cc1c(C#N)c(O)c2ccccc2c1O	9%	0.5%	1%	0.0	45	0.4%	i	59	-1.0%	-9%	6%
CCCn1c2c(c(O)c(C(=O)Nc3ccc(OCC)cc3)c1=O)CCCC2	-22%	-0.2%	26%	3.6	49	.	i	26	2.0%	-4%	6%
CC(=O)c1cccc(CN2CCCC(CCC(=O)NCc3ccc(C)o3)C2)c1 (centres undefined)	3%	0.2%	24%	-0.8	80	0.2%	i	66	.	-3%	7%
Cc1ccc(C(=O)NNC2=NC(C)(C)Cc3ccccc32)cc1	11%	-0.1%	1%	1.7	41	0.3%	i	38	3.2%	-7%	6%
COc1ccccc1/C=N/NC(=O)c1ccc(NC(=O)c2cccc([N+](=O)[O-])c2)cc1	24%	-0.2%	11%	0.9	47	-0.2%	i	44	-0.7%	0%	12%
COc1ccccc1N(CC(=O)NCc1ccc(F)cc1)C(=O)CCC(=O)Nc1nccs1	-14%	-0.2%	0%	1.5	41	-1.6%	i	36	1.0%	-4%	7%
COc1cccc(CN2CC(C(=O)N(C)CCc3ccccc3)CCC2=O)c1 (centres undefined)	-31%	0.5%	2%	-0.4	68	0.0%	i	21	-1.4%	6%	20%
COc1ccc(-c2nnc(SCC(=O)NC(=O)NCc3ccccc3)o2)cc1	17%	-0.1%	17%	-0.1	37	-0.1%	i	19	-3.5%	2%	-24%
COc1nccnc1NS(=O)(=O)c1ccc(NC(=S)NC(=O)/C=C/c2ccccc2)cc1	-24%	-0.1%	-10%	4.4	80	0.4%	i	34	1.6%	-1%	8%
CC(=O)Nc1ccc(S(=O)(=O)Nc2ccc3c(c2)C(=O)OC3)cc1	-23%[20 µM]	0.2%	7%	0.6	74	-0.1%	i	61	3.2%	-1%	14%
CCOc1ccc2nnnn2n1	-2%	-0.2%	10%	2.4	43	-0.2%	i	3	3.2%	-2%	22%
COc1cccc(Nc2nc(CC(C)=O)ns2)c1	1%	-0.1%	-3%	0.0	92	-0.1%	i	63	-0.4%	4%	.
O=C(Cc1ccccc1)NC(=S)Nc1ccc2oc(-c3ccccc3F)nc2c1	14%	0.3%	1%	5.9	67	0.9%	i	35	-2.5%	5%	16%
CSCCNC(=O)c1cccc(Cl)c1	-18%[20 µM]	-0.1%	?	0.2	73	-0.1%	i	31	-12%	2%	-3%
CC1Cc2cc(/C(O)=C3\C(=O)C(=O)N(CCN4CCOCC4)C3c3ccccc3F)ccc2O1 (centres undefined)	10%	-0.1%	-3%	0.6	41	-0.2%	i	41	-0.9%	10%	14%
Cc1ccc(OCCCCn2ccnc2C)c(C)c1	-16%[20 µM]	-0.1%	4%	0.8	50	-1.2%	i	30	0.1%	7%	6%
O=C1/C(=C/c2c[nH]c3ccccc23)CCC/C1=C\c1c[nH]c2ccccc12	3%	-0.1%	11%	4.0	74	-0.2%	i	42	-3.0%	?	11%
Cc1ccc(C(=S)N2CCCCCC2)cc1	-9%	-0.1%	-2%	-0.2	53	0.1%	i	40	-3.5%	0%	15%
O=C(C1CCCN1S(=O)(=O)c1cccc2nsnc12)N1CCN(c2ccc(F)cc2)CC1 (centres undefined)	-8%	-0.1%	-15%	0.5	59	-1.1%	i	6	-4.1%	-4%	6%
CC(=O)c1ccc(N2CCN(S(=O)(=O)c3c(C)[nH]c(=O)[nH]c3=O)CC2)cc1	-5%	0.4%	4%	-2.2	100	-0.2%	i	42	-2.9%	7%	-7%
CCN(CC)C(C(=O)Nc1ccc(C(C)C)cc1)c1ccc2c(c1)OCO2 (centres undefined)	4%	-0.1%	25%	-0.2	73	-1.9%	i	16	0.7%	-10%	17%
CCOC(=O)c1sc2nc(CC(=O)OC)nc(N(C)CCc3ccccn3)c2c1C	14%	-0.4%	1%	1.8	29	-0.8%	i	34	-5.7%	-2%	-12%
Cc1nc(N)ncc1Sc1ccccc1	13%	-0.2%	2%	-0.9	37	0.2%	i	58	0.3%	-5%	9%
O=C(O)Cn1cc(CN2CCOCC2)c2ccccc21	-28%[20 µM]	-0.1%	7%	-0.7	75	0.0%	i	14	-3.3%	4%	17%
O=C(CNC(=O)c1cccs1)NCC(=O)OCc1cccc(Cl)c1	11%	0.0%	11%	-0.6	45	-0.3%	i	58	0.7%	-3%	1%
COc1ccc(C2/C(=C(/O)c3ccc4c(c3)CC(C)O4)C(=O)C(=O)N2CCCN2CCOCC2)cc1 (centres undefined)	14%	-0.2%	10%	0.2	64	-0.6%	i	42	2.0%	-2%	2%
COc1cc(C(=O)OCC(=O)N2CCCC2)cc(OC)c1OC	8%	0.3%	5%	-1.0	28	0.0%	i	42	-1.1%	-4%	-5%
CCN(CC)c1ccc(/C=N/N2CCN(c3ccccn3)CC2)cc1	23%	0.2%	14%	1.6	54	0.3%	i	55	-1.1%	-5%	-4%
Cc1cn(C2OC(COC(=O)c3ccccc3)C(OC(=O)c3ccccc3)C2OC(=O)c2ccccc2)c(=O)[nH]c1=O (centres undefined)	-26%	0.5%	-16%	0.5	58	-0.4%	i	16	4.9%	-10%	1%
COc1ccc(-c2cc(-c3ccco3)[nH]c(=O)c2C#N)cc1	-8%	-0.1%	-3%	2.3	78	0.5%	i	16	.	-33%	-11%
NC(=O)c1ccc(Oc2ccc(Cl)c3ccccc23)c([N+](=O)[O-])c1	-9%	0.8%	-1%	11	55	-0.9%	i	46	5.0%	6%	9%
O=C1NN(c2ccc(Cl)c(Cl)c2)C(=O)/C1=C/c1cccc(OC(=O)c2cccs2)c1	13%	0.6%	6%	9.2	74	-0.4%	i	19	-0.7%	0%	15%
CN(C)C(=O)CNC(=O)CN1C(=O)NC2(CCCc3sccc32)C1=O (centres undefined)	-22%	0.0%	-8%	-1.6	54	-0.7%	i	24	-2.1%	7%	0%
Cc1nn(Cc2ccccc2)c(C)c1NC(=O)c1cc2nc(-c3ccco3)cc(C(F)(F)F)n2n1	-26%	0.3%	-9%	1.6	45	0.8%	i	22	-2.3%	-3%	9%
O=C(CSc1nc(-c2cccs2)cc(C(F)(F)F)n1)NCCCN1CCOCC1	-46%[20 µM]	0.1%	8%	0.4	49	-0.9%	i	49	.	-9%	-1%
N#Cc1c(-c2ccccc2)nc(SCC(=O)Nc2ccccc2)[nH]c1=O	4%	0.2%	-3%	.	.	0.2%	i	36	-7.0%	2%	3%
COc1ccc(-c2noc(CCC(=O)NC3CCCCCC3)n2)cc1	-54%	0.2%	5%	0.5	70	-0.2%	i	34	-0.4%	-5%	0%
O=C(/C=C/c1cccc([N+](=O)[O-])c1)Nc1cc(C(=O)O)cc(C(=O)O)c1	10%	-0.2%	22%	0.4	36	0.6%	i	56	-7.5%	1%	15%
Cc1cccn2cc(-c3ccc4c(c3)NC(=O)CO4)nc12	12%	-0.2%	7%	1.6	64	0.1%	i	52	-0.9%	-11%	-2%
COc1ccc(CN2CCN(S(=O)(=O)c3ccc(NC(C)=O)cc3)CC2)c(OC)c1OC	9%	-0.1%	14%	0.5	47	-0.4%	i	22	-4.6%	5%	9%
COc1ccccc1-n1c(SCC(=O)N2CCCCC2)nnc1-c1ccccc1O	2%	-0.1%	18%	-0.6	39	-0.2%	i	21	-0.6%	-9%	8%
O=[N+]([O-])c1ccc2c(c1)C(N1CCOCC1)/C(=C/COc1ccc3ccccc3c1Br)O2 (centres undefined)	18%	0.2%	-10%	3.9	50	-0.5%	i	31	-1.0%	-1%	-9%
Cc1ccc(C)c(NS(=O)(=O)c2ccc(OCC(=O)NCc3cccnc3)cc2)c1	2%	0.5%	3%	1.4	66	-0.7%	i	46	-4.1%	-1%	3%
O=C(CCC1CCCC1)N1CCN(C2CCCC2)CC1	-20%	0.2%	-3%	5.1	45	-0.1%	i	30	-2.4%	6%	4%

Another view of 2 compounds above:
| Molecule | KOR beta-arrestin-1 | GPR55 beta-arrestin | GPR35 arrestin U2OS | NTR1 ag | NTR1 ag cell count 20 µM | West Nile antiviral | T cell HTS | T cell HTS vesicle-bound % | KOR beta-arrestin-2 | PhoP inhibition | GPR55 LPI antagonism |
| --- | --- | --- | --- | --- | --- | --- | --- | --- | --- | --- | --- |
| O=[N+]([O-])c1ccc2c(c1)C(N1CCOCC1)/C(=C/COc1ccc3ccccc3c1Br)O2 (centres undefined) | 18% | 0.2% | -10% | 3.9 | 50 | -0.5% | i | 31 | -1.0% | -1% | -9% |
| Cc1ccc(C)c(NS(=O)(=O)c2ccc(OCC(=O)NCc3cccnc3)cc2)c1 | 2% | 0.5% | 3% | 1.4 | 66 | -0.7% | i | 46 | -4.1% | -1% | 3% |

Entries of single compounds from above. Order of values: KOR beta-arrestin-1	GPR55 beta-arrestin	GPR35 arrestin U2OS	NTR1 ag	NTR1 ag cell count 20 µM	West Nile antiviral	T cell HTS	T cell HTS vesicle-bound %	KOR beta-arrestin-2	PhoP inhibition	GPR55 LPI antagonism
Results for COc1cccc(CN2CC(C(=O)N(C)CCc3ccccc3)CCC2=O)c1 (centres undefined) : -31%	0.5%	2%	-0.4	68	0.0%	i	21	-1.4%	6%	20%
Results for CC(=O)Nc1ccc(S(=O)(=O)Nc2ccc3c(c2)C(=O)OC3)cc1 : -23%[20 µM]	0.2%	7%	0.6	74	-0.1%	i	61	3.2%	-1%	14%
Results for CN(C)C(=O)CNC(=O)CN1C(=O)NC2(CCCc3sccc32)C1=O (centres undefined) : -22%	0.0%	-8%	-1.6	54	-0.7%	i	24	-2.1%	7%	0%
